Cdc25B inh – inhibitors of human Cdc25B phosphatase; inhibition, %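 (compounds tested at 10 µM final in the well)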; P30305; recombinant Cdc25B, OMFP fluorescence Ex485/Em525; 65,000 tested, 0.1% active; AID 368; in the data active = inhibition above about 50%
CatB block – inhibitors of human cathepsin B. P07858. purified cathepsin B, fluorogenic substrate, fluorescence. inhibition, %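 (tested at 10 µM)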. 63,000 tested, 0.1% active. AID 453; in the data active = inhibition above about 21%;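 also: 0% = enzyme with no compound and 100% = no enzyme blank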
MKP-1 inh – inhibitors of human MKP-1 phosphatase | P28562 | recombinant MKP-1, OMFP hydrolysis fluorescence | inhibition, %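 (compounds tested at a single concentration somewhere between 10 and 100 µM)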 | 65,000 tested, 0.15% active;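 active = inhibition above about 50%, limit read from the data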;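 also: 0% = DMSO max control wells and 100% = wells with enzyme stopped by NaOH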
Target sequence (P28562 whole entry, looked up): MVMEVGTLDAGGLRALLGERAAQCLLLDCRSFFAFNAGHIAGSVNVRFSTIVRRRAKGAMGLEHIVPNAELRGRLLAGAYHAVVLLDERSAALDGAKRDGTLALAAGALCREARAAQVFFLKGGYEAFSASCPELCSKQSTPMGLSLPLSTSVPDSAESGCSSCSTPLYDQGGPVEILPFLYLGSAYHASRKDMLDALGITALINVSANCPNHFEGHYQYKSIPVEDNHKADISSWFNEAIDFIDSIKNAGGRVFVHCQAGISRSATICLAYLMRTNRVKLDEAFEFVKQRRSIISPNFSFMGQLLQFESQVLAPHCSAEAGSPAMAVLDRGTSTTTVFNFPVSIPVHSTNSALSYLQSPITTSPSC
tolC growth inh – E. coli tolC mutant growth inhibition. E. coli BW25113 tolC mutant growth, OD615. 65,000 tested, 2.2% active. growth inhibition, % at 10 µM (by protocol);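 active = growth inhibition at or above a cutoff equal to the mean over every tested compound plus 3 SD, cut at about 60% in these data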;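 also: growth measured after 20 h incubation at 37 °C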
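Signal: optical density read at 615 nm; Assay system: E. coli ΔtolC::kan strain BW25113; Times: 20 h incubation with compound, 37 °C; Dosing: 10 µM final, single dose.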
D1 mod – D1 dopamine receptor (human) allosteric modulation; P21728; HEK293 D1, CRE-luciferase, dopamine EC30 potentiation; actives deviate in either direction; 58,000 tested, 5.9% active; B-score at 10 µM;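 active = luminescence count or its row- and column-corrected plate score outside the 99.7% band of the plate's sample wells, on either side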
Target sequence (P21728 whole entry, looked up): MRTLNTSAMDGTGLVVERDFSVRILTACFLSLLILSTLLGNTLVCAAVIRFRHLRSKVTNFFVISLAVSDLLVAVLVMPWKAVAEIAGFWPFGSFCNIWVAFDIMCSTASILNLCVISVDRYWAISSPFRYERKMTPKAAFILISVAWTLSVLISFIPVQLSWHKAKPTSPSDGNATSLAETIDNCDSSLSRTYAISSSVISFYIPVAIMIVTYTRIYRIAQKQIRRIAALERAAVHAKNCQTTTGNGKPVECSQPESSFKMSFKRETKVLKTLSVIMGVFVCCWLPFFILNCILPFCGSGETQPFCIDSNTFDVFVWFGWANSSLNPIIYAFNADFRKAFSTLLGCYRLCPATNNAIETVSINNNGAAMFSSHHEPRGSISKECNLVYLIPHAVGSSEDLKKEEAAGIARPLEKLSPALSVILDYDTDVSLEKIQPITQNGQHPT
Ec RNAP inh – blocks E. coli RNA polymerase transcription. 62,000 tested, 0.2% active. inhibition, %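 (tested at 10 µM)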. AID 559. P0A8V2. fluorescence transcription assay; in the data active = inhibition above about 20%;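 also: 0% = enzyme without compound and 100% = no enzyme blank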
AP ELISA ortho – alternative pathway complement inhibition, orthogonal assay; Human serum alternative complement pathway, LPS-coated ELISA, C3 deposition; tested in compound mixtures; inhibition, % at 5 µM; 62,000 tested, 0.08% active; AID 1235;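 active = inhibition above 30% in each of the two pooled mixtures holding the compound, so the lower value exceeds 30%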;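 also: 0% = serum in Mg-EGTA without compound and 100% = EDTA serum blank; some compounds past the cut are filed as inactive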
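Test system: human serum alternative complement pathway, C3 deposition on LPS-coated wells; also added: Plate-bound LPS; doses: 5 µM per compound in ten-compound mixtures; schedule: 1 h at 37 °C; detection: Anti-C3 ELISA, OD 450 nm; evaluation: percent inhibition of C3 deposition onto LPS; repeats: two pool placements per compound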
CatB mixtures – human cathepsin B inhibition by mixtures; Purified cathepsin B, AMC dipeptide fluorescence, compound mixtures; 62,000 tested, 0.06% active; AID 488; inhibition, %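 (ten-compound pools at 5 µM per compound and 50 µM total)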; P07858; in the data active = inhibition above about 22%, passing the limit was not always enough;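 also: 0% = enzyme without compound and 100% = no enzyme blank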
Hsp90 inh – displaces geldanamycin probe from tumor Hsp90 | NCI-N417 lysate Hsp90, Cy3B-geldanamycin FP displacement | 64,000 tested, 0.35% active | P07900 | inhibition, % at 30 µM;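 active = inhibition above 50%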;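 also: 0% = tracer plus lysate wells and 100% = tracer alone without lysate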
Numbers without * were called inactive; . = no result given.

Results follow in this order: Cdc25B inh, CatB block, MKP-1 inh, tolC growth inh, D1 mod, Ec RNAP inh, AP ELISA ortho, CatB mixtures, Hsp90 inh
COc1ccc(CC(=O)c2cc(OC)c(OC)cc2CC(=O)O)cc1OC
→ -4, 1, 5, -13, -0.021, 7, 0, 2, -2
C1=Nc2c(Nc3ccccc3)ncnc2Oc2ccccc21
→ -2, 0, -8, 18, -1, ., 13, 6, 1
CCOC(=O)Nc1ccc(C(=O)Oc2ccccc2)c(O)c1
→ -4, 3, -13, 8, -0.85, -1, 4, 1, -1
CC(C)(C)c1ccc(C(=O)Nc2cnccn2)cc1
→ -13, 0, 6, 22, -3.4*, 5, -1, -8, -3
O=C(O)C1Nc2c(C(=O)N3CCOCC3)cccc2C2C=CCC12 (stereo not drawn)
→ 18, -3, 37, -2, 2.3, 10, 4, 4, -17
C=C(C)CC1N(c2cccc(OC)c2)C(=O)C2C(C(=O)O)C3C=CC21O3 (stereo not drawn)
→ -1, -6, 4, 2, ., 2, 21, 2, -1
CCOC(=O)N1CCC(NC(=O)C2CCCN(c3nc4ccccc4o3)C2)CC1 (stereo not drawn)
→ -1, 5, 29, 0, -0.79, 9, 4, 4, -2
CCOC(=O)N1CCC(Nc2nc3ccccc3n3cnnc23)CC1
→ 7, -4, 13, 7, 3.5, 7, 7, 5, -3
COc1ccc(-n2c(Cn3c(=O)sc4ccccc43)nnc2SCC(=O)N2CCCC2)cc1
→ -13, 4, 5, 2, 0.64, 7, 29, 4, -1
O=C(C1CC1)N1CCc2cc(Br)cc(S(=O)(=O)N3CCCCCC3)c21
→ -12, -5, 5, 27, ., 6, 9, 8, .
COc1cc(Br)cc2cc(C(=O)N3CCN(C(=O)c4ccco4)CC3)c(=O)oc12
→ 0, 6, -4, -5, 0.001, 2, 7, 0, 1
Cc1cc2c(=O)n(Cc3ccco3)c(SCC(=O)c3ccc(Cl)s3)nc2s1
→ -5, 1, 11, 9, -0.021, -6, 17, -4, -17
Cc1cc(C)c(C#N)c(Nc2ccc3c(c2)OCCO3)n1
→ -12, 0, 0, -12, 0.76, 3, 13, 3, -1
COc1ccc(-n2c(C)cc(C(=O)CSc3nnc(-c4ccoc4C)n3C)c2C)cc1
→ -31, 4, 4, 19, -1.2, 18, -10, 5, 0
CC1CCc2nn(CC(=O)NCc3ccc4c(c3)OCO4)cc2C1 (stereo not drawn)
→ -8, -1, -13, -7, 0.6, 7, 15, 8, -1
COc1cc2c(C)nc3onc(-c4ccccc4)c3c2cc1OC
→ -12, -2, 23, -4, 0.91, 3, 9, 4, -18
Cn1c(=O)c2c3c(sc2n2c(SCc4ccc5c(c4)OCO5)nnc12)COC(C)(C)C3
→ -4, 4, 10, -4, 0.82, -3, 11, 1, -3
O=C(NCCn1ccc2ccccc21)c1ccc(S(=O)(=O)N2CCOCC2)cc1
→ -2, -1, 5, -1, 0, 0, 23, 1, -4
O=C(c1cc(-c2ccccc2)nc2ccccc12)N1CCN(c2ccccn2)CC1
→ 3, 4, 23, 25, -2.7, 6, 19, 4, -5
N#Cc1c(SCC(N)=O)nc(-c2ccccc2)c2c1CCCC2
→ 3, 5, -5, 9, 2.5, 12, -13, 3, -1
CCOc1ccc(N(CC(=O)OC)S(=O)(=O)c2ccc(OC)c(OC)c2)cc1
→ -14, 5, -7, 43, 3.6*, 0, -3, 3, -1
O=C(Nc1ccc2c(c1)OCO2)c1cccc(F)c1
→ -4, 1, -31, 6, 0.23, ., 16, 3, 2
COc1ccc(S(=O)(=O)Nc2ccc(C(F)(F)F)cc2)cc1OC
→ -10, 2, 5, 31, -0.68, 12, 1, 1, -6
COC(=O)C1=C(C)NC(C)=C(C(=O)OC)C1c1ccccc1OCc1c(C)no[n+]1[O-]
→ 9, 2, 2, -5, -0.24, -1, 20, 0, -2
CCOC(=O)C(NC(C)=O)(N1CCc2ccccc2C1)C(F)(F)F (stereo not drawn)
→ 4, 1, 3, -30, 0.13, 5, 9, -3, 0
CCN1CCN(CCNC(=O)C2CCCN(Cc3nc(-c4cccc(Cl)c4)oc3C)C2)CC1 (stereo not drawn)
→ -11, -3, 6, -11, -0.55, 4, 21, 5, -5
COc1ccc(S(=O)(=O)Nc2ccccc2SC)cc1C
→ -8, -2, -2, 20, ., 5, -6, 1, 1
CCn1c(C)c(C(C)=O)c(N2CCN(C(=O)c3ccco3)CC2)nc1=S
→ -10, 3, 5, -3, -0.31, 7, 7, 1, -7
COc1ccc(C2SCCN2S(=O)(=O)c2ccccc2)cc1OC (stereo not drawn)
→ -15, -2, -17, 17, 0.2, 0, 22, 2, -1
Cc1ccc(S(=O)(=O)C2(C(=O)N3CCN(C4CCCCC4)CC3)CC2)cc1
→ -7, 1, 11, -9, -0.074, 1, 14, 0, -1

5 compounds out of the list above, sorted by the value under D1 mod, ascending:
mol,D1 mod
O=C(c1cc(-c2ccccc2)nc2ccccc12)N1CCN(c2ccccn2)CC1,-2.7
COc1ccc(-n2c(C)cc(C(=O)CSc3nnc(-c4ccoc4C)n3C)c2C)cc1,-1.2
CCn1c(C)c(C(C)=O)c(N2CCN(C(=O)c3ccco3)CC2)nc1=S,-0.31
Cc1ccc(S(=O)(=O)C2(C(=O)N3CCN(C4CCCCC4)CC3)CC2)cc1,-0.074
COc1cc2c(C)nc3onc(-c4ccccc4)c3c2cc1OC,0.91

Two entries drawn at random from those above:
Results follow in this order: Cdc25B inh, CatB block, MKP-1 inh, tolC growth inh, D1 mod, Ec RNAP inh, AP ELISA ortho, CatB mixtures, Hsp90 inh
C=C(C)CC1N(c2cccc(OC)c2)C(=O)C2C(C(=O)O)C3C=CC21O3 (stereo not drawn)
→ -1, -6, 4, 2, ., 2, 21, 2, -1
Cc1ccc(S(=O)(=O)C2(C(=O)N3CCN(C4CCCCC4)CC3)CC2)cc1
→ -7, 1, 11, -9, -0.074, 1, 14, 0, -1

More structures
Results follow in this order: Cdc25B inh, CatB block, MKP-1 inh, tolC growth inh, D1 mod, Ec RNAP inh, AP ELISA ortho, CatB mixtures, Hsp90 inh
CCOC(=O)c1ccccc1NC(=O)CSc1nnnn1C1CCCCC1
→ -10, -3, -26, 72*, 0.06, 4, 7, 3, 0
NC(=O)C1CCCNC1 (stereo not drawn)
→ -23, 3, 15, -8, 0.69, 8, -10, 2, -1
CCC(=O)N1C(C(=O)O)CSC1c1ccc(OC)cc1 (stereo not drawn)
→ -7, -1, -1, -20, ., 3, 13, 0, -2
CCC(Sc1nc2ccccc2c(=O)n1CCN1CCOCC1)C(=O)NCc1cccnc1 (stereo not drawn)
→ -5, 11, 0, -18, 0.46, 3, 13, 7, 3
O=C(CSc1nnc(-c2ccco2)o1)NC(=O)C1COc2ccccc2O1 (stereo not drawn)
→ -8, 1, 11, -5, ., 1, 6, 0, .
Cc1cc2c(nn1)CCc1nonc1-2
→ -14, 6, 3, -23, 0.21, 5, -9, 7, -4
Nc1c(C(=O)OCC2CCCO2)c2nc3ccccc3nc2n1C1CCCC1 (stereo not drawn)
→ 6, 4, 39, 41, 1.8, -14, -16, 6, -8
COC(=O)c1ccc(COc2ccc3c4c(c(=O)oc3c2)CCC4)o1
→ -2, -1, 3, -5, -0.16, 5, 13, -8, -12
O=C(CC1(O)C(=O)Nc2ccccc21)c1cccnc1 (stereo not drawn)
→ -16, 1, 4, -7, -0.093, 6, 10, 7, -5
CN(C)S(=O)(=O)c1cccc(-c2cn3ccccc3n2)c1
→ 1, 4, -5, 7, -0.14, 10, 15, 4, -5
Cc1cc(C)c(S(=O)(=O)Nc2ccc[nH]c2=O)c(C)c1
→ -9, -7, -5, 9, -0.08, 6, 12, 7, -13
CC(=O)c1cc2c(O)c(O)ccc2o1
→ -3, 2, 4, 16, 0.074, 21*, -5, 0, 42
COC(=O)c1ccccc1NC(=O)c1cc(-c2cccc(OC)c2)on1
→ -8, -3, 4, -19, -0.2, 3, 12, 5, -2
O=C(CSc1nc2c(c(=O)n1-c1ccccc1)SCC2)N1CCOCC1
→ 0, 3, 6, -20, -0.00078, 1, 22, 6, 0
CC(=O)c1ccc(N2CCN(C(=O)c3cc(-c4ccc5c(c4)OCO5)nc4ccccc34)CC2)cc1
→ -10, 2, 17, 27, -1.6, 5, -1, 1, -11
CCCCOC(=O)Cc1c(O)c2ccccc2[nH]c1=O
→ -12, 6, 4, 2, 0.38, 3, 8, -6, -2
Cc1cccc(NC(=O)C2CCN(c3nc(C)cc(C)n3)CC2)c1
→ -20, 0, -5, -9, 0.92, 3, 18, 1, -3
CC1(C)CC(=O)C2=C(C1)N=C1SCCC(=O)N1C2c1ccccc1 (stereo not drawn)
→ 6, -2, -9, -4, ., 1, 12, 23, 0
O=C(Cn1nnc(-c2cc(Cl)ccc2-n2cnnn2)n1)N1CCCc2ccccc21
→ -5, 0, 2, 20, 0.42, 12, 9, 6, -1
COC(=O)C1=C(C)Nc2c(c(=O)n(C)c(=O)n2C)C1c1cccs1 (stereo not drawn)
→ -7, -2, 18, -1, 0.64, 2, -20, -1, 1
CC(=O)c1c(OCC(=O)O)ccc2c(C)cc(=O)oc12
→ -21, 3, -9, 5, 0.13, 14, 18, 2, 2
Cc1nnc(SCC(=O)Nc2ncc(Cc3ccc(F)cc3)s2)n1N
→ -9, 2, 13, -2, 0.64, 6, 2, 3, 0
CCOC(=O)c1c(C)oc2cc(Br)c(OC)cc12
→ -11, ., 4, 4, 0.28, ., 14, -4, -3
COc1ccc(Nc2nc(N)nc(CN3CCc4ccccc4C3)n2)cc1
→ -10, 0, 0, 14, 2.3, 9, 14, 1, -5
Cc1cccc(Cc2c(C)nc3nc(SCC(=O)NCc4ccco4)nn3c2C)c1
→ -10, 6, -7, 15, 0.52, 4, 9, 7, -4
CCOC(=O)C1CCCN(C(=O)c2cn(C)c(=O)c3cc(OC)c(OC)cc23)C1 (stereo not drawn)
→ -23, 0, -2, 4, 1.8, 0, 8, -26, -2
CCOC(=O)N1CCC(NC(=O)c2cnn3ccccc23)CC1
→ -14, 0, 0, -6, 0.31, -8, -19, 4, 0
CCCOc1cccc(C(=O)N(Cc2cccs2)C2CCS(=O)(=O)C2)c1 (stereo not drawn)
→ -3, 2, 2, 5, 1.4, 7, 7, -8, -11
COc1ccc(OC)c(NC(=O)CS(=O)(=O)c2ccccc2)c1
→ -7, 12, -1, 6, ., 6, -12, 5, -2
O=C(NCc1ccc2c(c1)OCO2)C1CC(=O)N(CCc2ccccc2)C1 (stereo not drawn)
→ -4, -2, 1, -3, 0.056, 9, 5, 5, -3
O=C(OCC(=O)c1cccs1)c1ccc(NC(=O)c2ccco2)cc1
→ 3, 0, 7, 7, -1.3, 4, 3, -1, .

Rewritten in markdown: three of the compounds above
| SMILES | Cdc25B inh | CatB block | MKP-1 inh | tolC growth inh | D1 mod | Ec RNAP inh | AP ELISA ortho | CatB mixtures | Hsp90 inh |
| --- | --- | --- | --- | --- | --- | --- | --- | --- | --- |
| CCOC(=O)C1CCCN(C(=O)c2cn(C)c(=O)c3cc(OC)c(OC)cc23)C1 (stereo not drawn) | -23 | 0 | -2 | 4 | 1.8 | 0 | 8 | -26 | -2 |
| CCC(Sc1nc2ccccc2c(=O)n1CCN1CCOCC1)C(=O)NCc1cccnc1 (stereo not drawn) | -5 | 11 | 0 | -18 | 0.46 | 3 | 13 | 7 | 3 |
| CCOC(=O)c1ccccc1NC(=O)CSc1nnnn1C1CCCCC1 | -10 | -3 | -26 | 72* | 0.06 | 4 | 7 | 3 | 0 |

Shown as a hit in Ec RNAP inh, of those listed so far:
Molecule | Cdc25B inh | CatB block | MKP-1 inh | D1 mod | Ec RNAP inh | AP ELISA ortho | CatB mixtures
CC(=O)c1cc2c(O)c(O)ccc2o1 | -3 | 2 | 4 | 0.074 | 21* | -5 | 0

Screening results: PubChem, several laboratories
